# Chronic BCR inh = inhibitors of chronic active B-cell receptor signaling | ABC-DLBCL IkBa-CBG/CBR reporter, luminescence ratio, 4 h | Potency, µM (top dose mostly 46.1 µM), inactives show at the top dose ratio change, negative = lower green/red ratio, most hits filed as inhibitors | 340,000 compounds, 0.05% hits | AID 493014; active means well fitted inhibition curve with a large enough effect in the signal ratio, with a control signal flat, not every such curve was filed as active; inconclusive means small, poorly fitted or top-dose-only effect, or effect the other way, or a change in a side signal; the % refers to the signal ratio;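 further: potency means the concentration at half of the fitted maximal effect; plate controls were basal doxycycline-induced cells for no effect and cells given 10 µM MG132 for full effect; MG132 reads +100%, hits lower the ratio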
#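 TMD8 ABC-DLBCL cells carrying doxycycline-inducible green luciferase fused to IkappaBalpha plus unfused red luciferase were exposed to compounds (up to 46 uM) for 4 hrs at 37C. Activity came from the overlap-corrected green/red luminescence ratio.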
# hERG WT inh = inhibitors of human wildtype KCNH2 potassium channel; Q12809; U2OS, BacMam KCNH2, thallium flux FluxOr; stronger effect = lower value; activity change, % at 1.84 µM; 340,000 compounds, 0.37% hits;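 active means maximum activity change below -70%; inconclusive means maximum activity change between -70% and -50%; inactive means maximum activity change above -50%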
#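 U2OS cells transduced with wild-type KCNH2 virus are loaded with FluxOr dye for 45 min, and thallium flux is measured in kinetic reads before and after stimulation buffer. Rate constants are normalized to DMSO controls.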
# USP2a inh = USP2a (human) protease inhibition. O75604. USP2 core, Ub-CHOP2 coupled fluorogenic reporter, 485/531. Potency, µM (doses to about 38.3 µM), without a hit: at the top dose activity change, negative = inhibition, most hits filed as inhibitors. 330,000 compounds, 0.01% hits. AID 463254;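 further: potency means the concentration at half of the fitted maximal effect; plate controls were DMSO wells for no effect and full inhibition by NEM control for full effect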
#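 Deubiquitinase activity read as fluorescence (485/531 nm) after Ub-CHOP2 cleavage activates the enterokinase reporter on its substrate; USP2 core 10nM, Ub-CHOP2 and substrate 25nM each, 30min compound preincubation then 60min RT; data normalized to NEM, curves fitted.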
# PKM2 activator = PKM2 (human) enzyme activation; 260,000 compounds, 0.34% hits; purified PKM2, Kinase-Glo ATP luminescence, activation; response scale: 0% is enzyme alone, no compound; AID 1631; Potency, µM (series often up to 57.5 µM), without a hit: at the highest dose activation, hits mostly activators; further: potency means the concentration at half of the fitted maximal effect; nearly all actives have a fitted effect of over 55% in size
#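 Purified hPK-M2 (>95%) run at intermediate activity with 0.1 mM ADP and 0.5 mM PEP in 50 mM imidazole pH 7.2, KCl, MgCl2; 1 h room temperature. ATP formed read by Kinase-Glo luminescence; normalized to uninhibited and no-enzyme controls.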
# GALK inhibitor = inhibitors of human galactokinase; P51570; Purified GALK, Kinase-Glo residual ATP luminescence; Potency, µM (doses to about 57.5 µM), without a hit: top-dose activity change, negative = inhibition, usual class: inhibitors; 270,000 compounds, 0.007% hits; AID 1868; further: potency means the concentration at half of the fitted maximal effect
# Target sequence (P51570 whole entry, looked up): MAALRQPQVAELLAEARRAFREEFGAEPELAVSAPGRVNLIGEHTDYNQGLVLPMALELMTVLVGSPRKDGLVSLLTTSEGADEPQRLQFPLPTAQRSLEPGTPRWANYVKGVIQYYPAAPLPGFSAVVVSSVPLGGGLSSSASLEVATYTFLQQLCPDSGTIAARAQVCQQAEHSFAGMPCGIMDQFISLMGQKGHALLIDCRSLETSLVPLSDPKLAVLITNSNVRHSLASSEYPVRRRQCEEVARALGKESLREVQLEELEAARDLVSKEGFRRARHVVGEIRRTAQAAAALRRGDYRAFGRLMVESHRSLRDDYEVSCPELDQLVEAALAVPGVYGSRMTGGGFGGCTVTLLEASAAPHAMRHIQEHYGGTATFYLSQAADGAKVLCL
#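 Kinase-Glo Plus luminescence measured ATP left after a 1 h room-temperature reaction. The reaction used 5 nM GALK, 100 uM galactose and 35 uM ATP at pH 8.0 (20 mM HEPES, 5 mM MgCl2, 60 mM NaCl, 1 mM DTT, 0.01% BSA).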
# uPA generation = inhibitors of cell surface uPA generation | cell surface uPA generation assay, qHTS | Potency, µM (highest dose often 38.3 µM), for the others: at the top dose activity change, negative = inhibition, most hits filed as inhibitors | 330,000 compounds, 0.31% hits; active means well fitted inhibition curve with a large enough effect; inconclusive means small, poorly fitted or top-dose-only effect; inactive means no such curve, though single readings can be large or run the other way; tested in mouse RAW 264.7 cells; further: potency means the concentration at half of the fitted maximal effect; nearly all actives have a fitted effect of over 55% in size
# Eya2 phos inh = blocks the phosphatase activity of human Eya2; AID 488837; 330,000 compounds, 0.006% hits; Potency, µM (titrated, usually from 76.9 µM), without a hit: at the highest dose activity, negative = inhibition, hits mostly inhibitors; O00167; recombinant Eya2, OMFP fluorescence dephosphorylation (OMFP is methylfluorescein phosphate); further: potency means the concentration at half of the fitted maximal effect
#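 Eya2 (0.2 uM) preincubated 10 min at ambient with compound, then OMFP substrate added at 50 uM; 10 min reaction in 50 mM HEPES pH 7.5, 50 mM NaCl, 5 uM MgCl2, 0.05% BSA, 1 mM DTT. Fluorescence read at Ex 485/Em 525 nm.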
# KCNH2 3.1 inh = KCNH2 3.1 (human) potassium channel inhibition. U2OS KCNH2 3.1, thallium flux FluxOr; stronger effect = lower value. activity change, % (tested at about 1.8 µM). 340,000 compounds, 0.95% hits;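 active means maximum activity change below -70%; inconclusive means maximum activity change from -70% to -50%; inactive means maximum activity change above -50%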;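 further: thallium influx rate constant from kinetic fluorescence after stimulation buffer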
#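 Virally transduced U2OS (3.1 isoform, 4 h infection in dark at RT) → overnight 37 C → FluxOr + Red40 in HBSS/HEPES, 45 min → stimulation buffer, 2 min kinetic read → rate constant vs DMSO controls.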
# B2AR arrestin = agonists driving beta-arrestin recruitment to human beta2-adrenergic receptor | P07550 | beta-arrestin recruitment to beta2AR, cell-based reporter | Potency, µM (highest dose often 46.1 µM), without a hit: at the highest dose activation, most hits filed as activators | 330,000 compounds, 0.02% hits;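 further: potency means the concentration at half of the fitted maximal effect; 0% = DMSO controls and full agonism = EC100 isoproterenol or metaproterenol; nearly all actives have a fitted effect of over 65% in size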
# Target sequence (P07550 whole entry, looked up): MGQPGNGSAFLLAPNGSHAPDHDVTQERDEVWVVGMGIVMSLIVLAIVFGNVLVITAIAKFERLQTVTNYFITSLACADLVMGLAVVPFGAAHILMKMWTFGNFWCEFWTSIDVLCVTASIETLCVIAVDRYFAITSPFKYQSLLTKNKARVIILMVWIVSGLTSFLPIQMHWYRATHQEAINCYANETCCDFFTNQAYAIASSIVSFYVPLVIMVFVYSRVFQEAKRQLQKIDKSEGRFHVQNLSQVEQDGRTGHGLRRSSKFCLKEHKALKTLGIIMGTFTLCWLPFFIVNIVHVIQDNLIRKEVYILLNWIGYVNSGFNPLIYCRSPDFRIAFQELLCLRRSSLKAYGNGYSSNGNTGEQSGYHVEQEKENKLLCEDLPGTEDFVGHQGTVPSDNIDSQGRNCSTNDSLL
# Coupling enz = inhibits coupling enzyme system, counter-screen for aldolase hits; 290,000 compounds, 0.67% hits; coupling enzyme system counterscreen, AmpLite Red fluorescence; activity change, negative = inhibition, % at 58.2 µM, hits read low; in the data active means activity change below about -30%
#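 First, compound is pin-transferred into glyceraldehyde-3-phosphate coupling-enzyme reagent at 57.5 uM final and held 10 min at RT. Next, substrate, coupling system and AmpLite Red are added. After 20 min RT, fluorescence (525/598 nm) is read.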
# Giardia kill = kills Giardia lamblia; Giardia lamblia trophozoite viability; 340,000 compounds, 0.15% hits; activity change, % at 7.66 µM, hits read low; AID 540267; in the data active means activity change below about -80%; inconclusive means between about -30% and that limit;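 further: parasites exposed to compound for two days anaerobically before the ATP read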
#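 Giardia trophozoites, 100 cells per well, were exposed to compounds for 48 hrs at 37 deg C under anaerobic conditions; viability was then read as ATP content by bioluminescence after 15-30 min at room temperature.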
# * = called active by the depositor; i = inactive; ? = inconclusive; · = not tested or not shown; [ ] = dose if it differs, or a comment. Unless noted, the call rests on the fitted dose curve; in most records, active means well fitted curve in the direction sought with a large enough effect; inconclusive means small, poorly fitted or top-dose-only effect, or another doubt; inactive means no such curve, though single readings can be large; an effect the other way counts as inactive or inconclusive. Unless noted, on the % scale 0 is the no-effect control and ±100 the full control effect. The order is random; about 2.4% have a hit in one of these screens.
entry	canonical_smiles	B2AR arrestin	USP2a inh	GALK inhibitor	Chronic BCR inh	uPA generation	PKM2 activator	Coupling enz	Giardia kill	KCNH2 3.1 inh	Eya2 phos inh	hERG WT inh
1	CCc1ccc2nc(N3CCN(C)CC3)c(C#N)cc2c1	0.5%	-1%	4%	?	-1%	0%	0	17	-12	8%	3
2	Cc1cc(C(=O)N/N=C/c2cccc(Cl)c2Cl)no1	-0.2%	-8%	-3%	-23%	2%	3%	-2	0	7	-15%	5
3	O=C(C/C=N\OCc1ccc([N+](=O)[O-])cc1)Nc1ccc(Br)cc1	-0.2%	2%	-1%	-2%	-1%	1%	-2	1	0	8%	2
4	O=C(Cn1cnc2ccccc21)NC(c1ccccc1)c1ccccc1	-0.5%	-1%	0%	-13%	·	-2%	·	-2	-11	6%	18
5	CC(=O)N1N=C(c2ccc(Cl)cc2)OC1c1ccc(C(C)C)cc1 (stereo unspecified)	0.0%	3%	·	0%	4%	16%	0	5	0	-8%	4
6	CC(C)(C)OC(=O)N1CCC(Cc2cc(-c3cccc(Br)c3)no2)(C(=O)O)CC1	-0.2%	1%	·	-1%	-6%	2%	13	?	19	6%	-3
7	COc1ccccc1CNC(=O)CCC(=O)Nc1nnc(C(C)C)s1	0.2%	-1%	-1%	-3%	3%	-11%	-2	24	2	-10%	4
8	Cc1ccc(CNC(=O)C(c2ccccc2)c2ccccc2)cc1	-0.3%	2%	5%	9%	2%	3%	6	-8	-15	-13%	1
9	CCOC(=O)N1CCC(NC(=O)c2ccc3c(Cl)c4c(nc3c2)CCCC4)CC1	0.9%	-5%	·	?	?	-13%	2	11	9	-4%	4
10	Cc1ccc(-n2nnnc2SCC(=O)c2c(N)n(C3CC3)c(=O)[nH]c2=O)cc1C	0.1%	1%	·	-14%	6%	·	·	10	-6	1%	12
11	COc1cc(OC)c(OC)cc1CCC(C)NC(=O)Cc1ccccc1 (stereo unspecified)	0.0%	7%	-8%	-1%	2%	·	1	4	8	-1%	9
12	COc1cc(C)nc2nc(SCc3ccccc3)nn12	-0.3%	1%	2%	?	-3%	-3%	0	-15	-5	-11%	2
13	COc1ccc(NCC(=O)N/N=C/C(C)c2ccccc2)cc1 (stereo unspecified)	0.0%	2%	10%	0%	3%	-1%	2	-3	0	-3%	-5
14	CC(C)Sc1nc2ccccc2c(=O)[nH]1	-0.1%	1%	5%	-2%	-1%	-1%	2	-1	-17	-23%	4
15	CC(C)OC(=O)CSc1n[nH]c(-c2cccnc2)n1	-0.5%	0%	4%	10%	5%	-11%	-1	6	5	10%	7
16	COc1ccccc1CN1CCNC(=O)C1CC(=O)NC1Cc2ccccc2C1 (stereo unspecified)	-0.1%	2%	0%	1%	7%	-1%	-3	18	7	-8%	-1
17	CC(C)(C)c1ccc(C(CC(=O)O)NC(=O)CCCc2ccccc2)cc1 (stereo unspecified)	-0.1%	-10%	5%	-10%	2%	-2%	14	-10	0	-12%	3
18	Cc1cc(NC(=O)c2cc3nc(C4CC4)cc(C(F)(F)F)n3n2)no1	0.0%	3%	-3%	2%	2%	-9%	1	0	10	6%	1
19	O=c1cc(-c2cc3ccccc3o2)c2cc(O)ccc2o1	0.2%	0%	3%	-20%	1%	·	2	-8	11	-17%	-2
20	Cc1cccc(CSc2nnc(NC(=O)c3ccco3)s2)c1	-0.3%	5%	3%	5%	0%	0%	19	-7	4	13%	-18
21	C=CCNC(=O)c1ccccc1NC(=O)c1ccccc1C	0.0%	1%	-2%	9%	3%	-4%	-3	2	4	6%	0
22	O=C(Cn1cc(C(F)(F)F)ccc1=O)NC(c1ccccc1)c1ccccc1	0.4%	0%	1%	1%	-2%	-7%	1	-6	-12	-5%	21
23	O=[N+]([O-])c1cccc(-c2nc(Oc3ccc(Cl)cc3)c3ccccc3n2)c1	-0.6%	-5%	2%	?	·	3%	-2	·	·	9%	·
24	Cc1ccc(S(=O)(=O)CC(=O)Nc2nc3ccc(S(N)(=O)=O)cc3s2)cc1	0.1%	0%	7%	-14%	-4%	·	5	-10	-4	6%	5
25	Cc1cccc(NC(=O)CN2C(=O)N/C(=C/c3ccc(-c4cccc(C(=O)O)c4C)o3)C2=O)c1	-0.8%	3%	-2%	-1%	-2%	?	5	36[activator]	-4	8%	i
26	COCc1ccc(C(=O)NC2CC(C)(C)Cc3c2cnn3-c2ccc(OC)cc2)o1 (stereo unspecified)	0.5%	1%	-3%	3%	2%	·	·	1	4	2%	2
27	OCC1(CCCc2ccccc2)CCN(C2CCC2)CC1	-0.1%	1%	2%	-1%	10%	-1%	3	-4	2	-4%	18
28	O=C1CCN(Cc2ccccc2)S(=O)(=O)c2c(F)cc(F)cc21	-1.0%	0%	·	-2%	?	·	·	2	-12	-13%	-5
29	N#Cc1ccc(NCC(=O)Nc2ccc(S(=O)(=O)N3CCCCC3)cc2)cc1	0.5%	0%	·	1%	0%	·	·	12	?	-14%	-1
30	CC(C)(C)N=Cc1cc(-c2ccccc2)sc1O	0.0%	4%	1%	?	0%	-1%	1	-14	6	1%	-5

# A draw from above in order of length of the SMILES, ascending.
entry	canonical_smiles	B2AR arrestin	USP2a inh	GALK inhibitor	Chronic BCR inh	uPA generation	PKM2 activator	Coupling enz	Giardia kill	KCNH2 3.1 inh	Eya2 phos inh	hERG WT inh
2	Cc1cc(C(=O)N/N=C/c2cccc(Cl)c2Cl)no1	-0.2%	-8%	-3%	-23%	2%	3%	-2	0	7	-15%	5
3	O=C(C/C=N\OCc1ccc([N+](=O)[O-])cc1)Nc1ccc(Br)cc1	-0.2%	2%	-1%	-2%	-1%	1%	-2	1	0	8%	2
9	CCOC(=O)N1CCC(NC(=O)c2ccc3c(Cl)c4c(nc3c2)CCCC4)CC1	0.9%	-5%	·	?	?	-13%	2	11	9	-4%	4

# Other records:
entry	canonical_smiles	B2AR arrestin	USP2a inh	GALK inhibitor	Chronic BCR inh	uPA generation	PKM2 activator	Coupling enz	Giardia kill	KCNH2 3.1 inh	Eya2 phos inh	hERG WT inh
31	CC(C)(C)OC(=O)N[C@@H](Cc1ccccc1)c1nnc(SCC(=O)O)o1	0.5%	4%	3%	1%	0%	-3%	3	1	9	-8%	3
32	CCCCn1c(N)c(N(CCOC)C(=O)C2CCN(S(=O)(=O)c3ccccc3)CC2)c(=O)[nH]c1=O	-1.1%	3%	·	4%	7%	·	·	-3	2	30%	4
33	Cc1ccc(S(=O)(=O)N2CCN(C(=O)Cc3ccccc3)CC2)cc1	-0.1%	3%	0%	7%	-1%	?	5	1	-11	6%	0
34	COCCNC(=O)c1onc(CSc2ccc(C(C)C)cc2)c1C(=O)O	-0.1%	7%	-6%	24%	-4%	1%	16	-10	15	23%	4
35	O=S(=O)(Nc1cccc(CCc2ccccn2)c1)c1ccc2ccccc2c1	0.0%	-4%	-3%	-9%	-2%	9%	0	-13	-9	3%	-12
36	CC1=C(C(=O)Nc2ccccc2)C(c2ccc(Cl)cc2)n2c(s/c(=C/c3cccc(OCC(=O)O)c3)c2=O)=N1 (stereo unspecified)	-0.1%	-19%	-8%	?	-2%	5%	3	-15	·	24%	·
37	COCCNS(=O)(=O)c1ccc(C2CNC(=O)C2)cc1 (stereo unspecified)	0.3%	5%	1%	2%	3%	17%	2	4	-3	7%	-4
38	CC(C)(C)n1nnc(CCc2nnn(C(C)(C)C)n2)n1	0.3%	0%	9%	2%	1%	-2%	1	-12	5	-15%	0
39	CCN(CC)S(=O)(=O)c1ccc(N2CCOCC2)c(NC(=O)C2CCCC2)c1	0.4%	0%	0%	0%	2%	-18%	2	-14	5	-1%	11
40	COc1ccc(N(CC(=O)NCCSCc2ccccc2C)S(=O)(=O)c2ccccc2)cc1	0.2%	3%	1%	-10%	-7%	-12%	·	-1	9	-4%	10
41	O=C(OCC(=O)N1CCCc2ccccc21)c1cccc(S(=O)(=O)N2CCOCC2)c1	-0.8%	0%	·	2%	1%	·	·	3	16	-25%	-1
42	O=C(c1cccn2c(=O)c3ccccc3nc12)N1CCN(c2ccccn2)CC1	-0.5%	1%	1%	?	·	9%	1	-3	-9	-3%	-17
43	Cc1nc(NC(=S)NC(=O)COc2ccc(Cl)cc2)ccc1Br	-1.1%	0%	-2%	0%	-21%	-2%	-1	-6	-10	-9%	-6

# Down the list, quoted from above.
# Chronic BCR inh for entries 32 to 41: 4%, 7%, 24%, -9%, ?, 2%, 2%, 0%, -10%, 2%
# hERG WT inh for entries 32 to 41: 4, 0, 4, -12, ·, -4, 0, 11, 10, -1

# From PubChem BioAssay
